Screens: PubChem BioAssay, several laboratories
Yp Topo-I inh = Yersinia pestis topoisomerase I inhibitors, primary screen, biochemical, cleavage product accumulation, plate reader, single point; 360,000 tested, 0.064% active; Y. pestis Topo-I cleavage product accumulation; activity, % at 10 µM; DNA topoisomerase I (Yersinia pestis CO92); in the data active = activity above about 50%, passing the limit was not always enough; also: inactives centre near 2
Vc quorum ag = inducers of Vibrio cholerae quorum light production without autoinducers, primary screen, BH1578 luxS cqsA deficient, single point. V. cholerae BH1578 lux reporter, luminescence, 6 h. activation, % at 18.7 µM. 350,000 tested, 0.16% active; in the data active = activation mostly above about 9.7%, no sharp cut-off; also: not every result past the cut was called active; inactives centre near 0; reference of the scale not given here
TcdB inh = TcdB glycohydrolase inhibitors, primary screen, biochemical, single point, plate reader. Toxin B (Clostridioides difficile), P18177. TcdB glycohydrolase enzymatic assay. inhibition, % at 9.99 µM. 350,000 tested, 0.24% active; in the data active = inhibition above about 10%
PrPC TRFRET = inhibitors of human cell surface prion protein PrPC, primary screen, cell-based, TR-FRET; TR-FRET read-out; inhibition, % at 13.8 µM; 370,000 tested, 0.43% active; in the data active = inhibition above about 24%; also: 0% = median of the test wells and 100% = reference compound wells
BoNT-A LC inh2 = BoNT/A light chain protease inhibitors, primary screen, biochemical, flow cytometry, MLPCN library; Botulinum neurotoxin type A light chain protease (Clostridium botulinum A str. ATCC 3502); multiplex microsphere protease substrate cleavage; inhibition, % at 10 µM; 360,000 tested, 0.17% active; AID 588499, 2011; also: plate controls were buffer without enzyme for full effect and enzyme alone for no effect
SSB-PriA inh = inhibitors of Klebsiella pneumoniae PriA binding to SSB C-terminal tail, primary screen, biochemical, AlphaScreen; PriA–SSB C-terminal tail interaction (Klebsiella pneumoniae); AlphaScreen SSBct-PriA binding, biotinylated peptide; inhibition, % at 33 µM; 430,000 tested, 0.6% active; AID 1272365, 2023; in the data active = inhibition mostly above about 37%, no sharp cut-off; inactive = mostly below about 20%;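 also: plate controls were negative control peptide for no effect and reference peptide for full effect; strong numbers were not always called active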
3CLpro inhibitor = SARS-CoV 3CLpro protease inhibitors, primary screen, biochemical, quenched FRET; AID 1706, 2009; inhibition, % at 6 µM; 290,000 tested, 0.14% active; recombinant SARS-CoV 3CLpro, quenched FRET peptide cleavage; Replicase polyprotein 1ab (Severe acute respiratory syndrome coronavirus), P0C6X7; in the data active = inhibition above about 12%
Anthrax LF inh2 = Bacillus anthracis LF protease inhibitors, primary screen, biochemical, multiplex microsphere, MLPCN library | Lethal factor (Bacillus anthracis), P15917 | multiplex microsphere protease cleavage assay | inhibition, % at 10 µM | 360,000 tested, 0.12% active | AID 588501, 2011; also: plate controls were buffer without enzyme for full effect and enzyme alone for no effect
PfHsp40 yeast = rescue of yeast from PfHsp40 toxicity, primary screen, S. cerevisiae, ATP luminescence | S. cerevisiae expressing PfHsp40, growth rescue | growth rescue, % at 12.5 µM | 340,000 tested, 0.68% active | AID 504582, 2011; in the data active = growth rescue above about 28%, passing the limit was not always enough;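 also: yeast W303a lacking pdr1 and pdr3 grown in galactose medium; growth measured after three days at 30 °C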
Numbers without * were called inactive; i = inactive; / = no result given; & = joins results of further samples. Rule as the data show it, unless noted: active = inhibition above about 30%; inconclusive = no clear call, values can overlap the other calls; inactive = below that. Not all compounds are listed; the hit share may differ from the screen's.

The first three entries, to show the layout:
(1) O=C(O)c1ccc(/C=N/NC(=S)NCc2ccccc2)cc1
(2) C=CCOC(=O)C(C#N)c1nc2ccccc2nc1N1CCCC1 (stereo not drawn)
(3) CCCCCCNC(=O)O[C@H]1C[C@H](C(=O)OC)[C@H](C(=O)OC)C2CN(S(=O)(=O)c3ccc(C)cc3)C[C@@]21O (stereo partly drawn)

entry no.	1	2	3
Yp Topo-I inh	-2.9	10.4	16.9
Vc quorum ag	-0.5	0.6	-0.4
TcdB inh	1.4	/	1.5
PrPC TRFRET	0.4	-4.2	-5.6
BoNT-A LC inh2	-1.1	1.7	0.2
SSB-PriA inh	/	8.6	/
3CLpro inhibitor	4.9	-1.0	/
Anthrax LF inh2	3.6	2.6	-6.1
PfHsp40 yeast	-0.5	1.0	/

All compounds of this part, from the start:
(1) O=C(O)c1ccc(/C=N/NC(=S)NCc2ccccc2)cc1
(2) C=CCOC(=O)C(C#N)c1nc2ccccc2nc1N1CCCC1 (stereo not drawn)
(3) CCCCCCNC(=O)O[C@H]1C[C@H](C(=O)OC)[C@H](C(=O)OC)C2CN(S(=O)(=O)c3ccc(C)cc3)C[C@@]21O (stereo partly drawn)
(4) COc1ccc(-c2onc3ccc(Br)cc23)cc1
(5) O=C(NN=Cc1ccc(N(CCCl)CCCl)cc1)c1cccnc1
(6) COc1ccc(Cc2c(O)nc(SCC(=O)N3CCCCCC3)[nH]c2=O)cc1
(7) O=C(c1ccc(NS(=O)(=O)c2ccc3[nH]c(=O)[nH]c3c2)cc1)N1CCN(c2ccccc2)CC1
(8) O=C(Nc1cccc2ccccc12)ON=C1CCCCC1

entry no.	1	2	3	4	5	6	7	8
Yp Topo-I inh	-2.9	10.4	16.9	15.4	9.2	-9.6	1.6	-2.2
Vc quorum ag	-0.5	0.6	-0.4	-1.6	i	-0.9	-0.4	i
TcdB inh	1.4	/	1.5	/	0.5	/	0.3	0.9
PrPC TRFRET	0.4	-4.2	-5.6	-4.5	-3.9	-2.5	11.2	1.6
BoNT-A LC inh2	-1.1	1.7	0.2	1.8	-0.9	1.2	-0.4	-0.9
SSB-PriA inh	/	8.6	/	-4.8	-16.6	-0.8	8.8	6.7
3CLpro inhibitor	4.9	-1.0	/	-0.8	/	-3.9	/	/
Anthrax LF inh2	3.6	2.6	-6.1	1.1	-3.8	0.4	-12.3	-1.8
PfHsp40 yeast	-0.5	1.0	/	1.1	-0.5	0.1	-0.3	/

(9) Nc1cc(-c2ccc(Br)cc2)[nH]n1
(10) COc1ccc(C2CCCN2C(=O)c2cccs2)cc1 (stereo not drawn)
(11) CCCOC(=O)c1ccc(-n2nnnc2SCC(=O)N2CCCCC2)cc1
(12) CN(CCc1ccccc1)C(=O)c1ccc(NC(=O)Cc2ccc(NC(=O)C3CCN(S(=O)(=O)c4cccc([N+](=O)[O-])c4)CC3)cc2)cc1
(13) CC(C)(C)OC(=O)NCCCCCNC(=O)c1[nH]cnc1C(=O)N[C@@H](Cc1ccccc1)C(=O)OCc1ccccc1
(14) Cc1cccc(C(=O)Nc2ccccc2-c2nnn(CC(=O)Nc3ccc4c(c3)OCCO4)n2)c1
(15) c1ccc(C2NCCc3[nH]cnc32)cc1 (stereo not drawn)
(16) CC(C(=O)Nc1ccccc1)N1CCN(c2ccccn2)CC1 (stereo not drawn)

entry no.	9	10	11	12	13	14	15	16
Yp Topo-I inh	-1.5	5.5	22.2	16.9	12.2	9.5	-1.5	-4.3
Vc quorum ag	-0.2	-0.2	-0.2	i	i	-3.8	0.1	i
TcdB inh	1.2	/	/	1.8	0.1	/	-3.5	0.2
PrPC TRFRET	-4.4	-0.9	-1.2	5.1	6.0	-8.4	9.6	-4.4
BoNT-A LC inh2	-1.1	0.3	-2.3	0.0	0.1	1.3	-1.5	0.3
SSB-PriA inh	3.3	-17.9	-22.1	-13.9	-13.3	-4.4	0.0&-7.9	-11.2
3CLpro inhibitor	-2.8	3.9	-4.5	/	0.8	-0.1	-3.3	-3.1
Anthrax LF inh2	-1.7	-2.7	-12.8	-9.5	-6.4	-6.6	8.6	-11.0
PfHsp40 yeast	1.1	-1.5	1.3	-0.5	0.3	-0.1	0.8	1.8

(17) CSc1nc(C)cc(SCC(=O)Nc2ccccc2)n1
(18) CCSc1nnc(NC(=O)c2csc(C)c2)s1
(19) CCOC(=O)c1ccc(S(=O)(=O)N2CCN(CCC#N)CC2)cc1
(20) O=C(CSc1nccn1-c1ccc(Cl)cc1)NCc1ccc2c(c1)OCO2
(21) COc1ccc(C(=O)C2CCCN(C3CSCCSC3)C2)c(C)c1 (stereo not drawn)
(22) O=P(OC1CCCCC1)(OC1CCCCC1)C(O)c1cccnc1 (stereo not drawn)
(23) CCOc1ccccc1NC(=O)CSc1nc(=O)n(CCCN2CCOCC2)c2c1CCC2
(24) NNC(=O)c1cc2c(N3CCC(Cc4ccccc4)CC3)ncnc2s1

entry no.	17	18	19	20	21	22	23	24
Yp Topo-I inh	-6.7	-1.9	1.6	31.7	-4.9	8.6	17.4	13.6
Vc quorum ag	i	5.6	i	-0.2	i	-7.1	-12.5	1.0
TcdB inh	/	/	0.7	-0.4	1.4	2.0	-0.3	0.4
PrPC TRFRET	-0.4	-0.7	-0.7	13.1	1.2	-5.5	-2.7	9.3
BoNT-A LC inh2	-1.2	1.0	-0.1	-1.1	-1.5	0.1	2.3	-0.1
SSB-PriA inh	-19.7	-13.4	-0.5	12.1	7.1	-2.3	-2.9	3.8
3CLpro inhibitor	-0.4	-2.4	2.8	-1.6	10.0	7.6	/	-2.4
Anthrax LF inh2	1.1	0.2	-10.0	-5.8	-7.1	-5.3	0.8	-4.2
PfHsp40 yeast	-0.6	-1.6	0.2	1.4	0.5	-0.9	-0.3	-2.5

(25) CSCC(=O)N1CCCC(CO)(Cc2ccccc2C)C1 (stereo not drawn)
(26) Cc1cccc(NC(=S)NC2CCN(Cc3ccccc3)CC2)c1C
(27) Cc1csc2c(N(C)CCO)ncnc12
(28) COCCn1c(SCC(=O)NC2CC2)nnc1-c1ccco1
(29) COc1ccc(CN2CCNC(=O)C2CC(=O)N(C)Cc2ccno2)c(F)c1 (stereo not drawn)
(30) O=C(c1ccccc1Br)N(Cc1ccccc1)c1ccccc1
(31) CCOC(=O)C(NC(=O)c1cccc(Cl)c1)(Nc1sc2c(c1C(N)=O)CCC2)C(F)(F)F (stereo not drawn)
(32) O=C(Nc1ccc(-c2csc(Nc3ccccc3)n2)cc1)c1cccc(C(F)(F)F)c1

entry no.	25	26	27	28	29	30	31	32
Yp Topo-I inh	4.2	1.1	-5.4	3.7	2.3	34.6	-1.5	6.0
Vc quorum ag	-0.3	-0.3	-0.3	-0.2	-1.0	-0.6	-0.2	0.6
TcdB inh	0.5	1.5	1.1	1.0	-0.3	0.9	0.0	0.1
PrPC TRFRET	6.3	-3.2	1.2	-6.3	-1.4	-2.2	-5.0	-2.2
BoNT-A LC inh2	-0.1	0.1	0.5	0.3	-0.3	-1.0	0.1	-1.0
SSB-PriA inh	-2.9	-1.9	-4.0	1.6	-0.5	-16.4	-3.1	4.6
3CLpro inhibitor	-1.4	-4.4	-2.3	-1.1	-1.3	0.9	4.4	/
Anthrax LF inh2	1.9	2.2	-9.0	-1.5	1.1	-2.8	-1.4	-5.2
PfHsp40 yeast	-1.0	-1.7	-2.0	-0.6	-1.1	0.9	2.9	-1.5

(33) Cc1ccc(C(NC(=O)/C=C\c2ccc3c(c2)OCO3)C(=O)Nc2ccc3c(c2)OCO3)cc1 (stereo not drawn)
(34) CC(C)NC(=O)COc1ccc(S(=O)(=O)N2CCCC2)cc1
(35) COC(=O)c1sc(NC(=O)c2cccc([N+](=O)[O-])c2)c(C(N)=O)c1C
(36) O=C(NCc1ccc2c(c1)OCO2)C1CCCN(S(=O)(=O)c2cccs2)C1 (stereo not drawn)
(37) NS(=O)(=O)c1ccc(CCNC(=O)COC(=O)Cc2c(F)cccc2Cl)cc1
(38) O=C(CCS(=O)(=O)c1ccccc1)Nc1ccc(N2CCOCC2)cc1
(39) CC(=O)c1ccc(NCC(=O)N2CCN(S(=O)(=O)c3ccccc3)CC2)cc1
(40) CC(C)(C)c1ccc(CC(=O)N2CCC2(C)C(=O)Nc2cccc3cccnc23)cc1 (stereo not drawn)

entry no.	33	34	35	36	37	38	39	40
Yp Topo-I inh	18.2	-13.9	-11.6	-4.4	-7.2	2.9	7.5	3.7
Vc quorum ag	-0.3	i	-0.4	-0.3	-0.1	-0.3	i	-4.0
TcdB inh	/	-0.5	/	0.9	0.4	-1.9	-0.5	-1.2
PrPC TRFRET	8.8	10.5	4.3	0.1	-3.5	0.4	5.8	-3.8
BoNT-A LC inh2	-1.2	-1.6	-1.7	0.6	2.6	1.9	-1.1	0.2
SSB-PriA inh	15.9	1.6	-4.8	-7.5	4.4	12.6	-1.0	/
3CLpro inhibitor	-3.6	-0.8	-2.4	3.0	1.8	3.1	/	/
Anthrax LF inh2	0.3	-9.5	-4.7	5.4	-2.4	-11.1	-7.1	0.9
PfHsp40 yeast	0.1	-0.2	0.1	1.3	-2.8	-0.6	-0.5	/

(41) CCOc1ccc(NC(=S)N2CCCN(Cc3cc(C)ccc3C)C2)cc1
(42) COc1ccc(-c2cc3ccccc3nc2N)cc1OC
(43) Cc1cccc(/C=N/NC(=O)c2cccc(Cl)c2)n1
(44) Cc1onc(-c2c(F)cccc2Cl)c1C(=O)NC1CCCCCC1
(45) CCCCCc1ccc(-c2cn(CCc3c[nH]c4ccccc34)nn2)cc1
(46) COc1ccc(-c2nc3ccccc3n2OC(=O)N(C)C)cc1
(47) Cc1ccc(-n2c(C)cc(/C=C(\C#N)C(=O)NCC3CCCO3)c2C)cc1 (stereo not drawn)
(48) COc1cccc(-c2nc(CN3CCN(C(=O)c4ccco4)CC3)c(C)o2)c1OC

entry no.	41	42	43	44	45	46	47	48
Yp Topo-I inh	-1.1	-2.3	11.5	0.6	23.4	13.3	20.2	1.3
Vc quorum ag	0.4	i	-0.4	-4.0	-0.5	/	-0.6	-0.5
TcdB inh	-0.6	0.5	1.3	-0.1	1.2	/	/	0.5
PrPC TRFRET	-2.5	1.8	6.4	4.8	4.7	-9.3	-2.4	-5.3
BoNT-A LC inh2	-0.2	1.7	-0.5	-0.5	-0.6	-0.7	-1.2	0.5
SSB-PriA inh	-0.1	-7.4	/	-13.5	-20.2	-24.2	-1.4	/
3CLpro inhibitor	2.9	-7.1	-4.0	-2.5	10.0	0.6	0.6	/
Anthrax LF inh2	5.7	-12.2	4.0	-1.4	-1.7	-0.9	-1.1	-0.1
PfHsp40 yeast	1.8	-0.1	-1.9	-1.0	8.0	1.1	-0.5	/

(49) COC(=O)C1=C(C)N(CCCC(=O)O)C(=O)NC1c1ccc(-c2ccccc2)cc1 (stereo not drawn)
(50) COc1cc(SC)ccc1C(=O)Nc1nc2ccccc2[nH]1
(51) COC(=O)c1cc(NC(=O)CC2CCCC2)cc(C(=O)OC)c1
(52) Cc1ccc(S(=O)(=O)C(C)C(=O)NCCS(=O)(=O)c2ccc(Cl)cc2)cc1 (stereo not drawn)
(53) Cc1nc(-c2ccc(Cl)cc2)sc1C1(C)CC(c2ccc(Br)cc2)=NO1 (stereo not drawn)

entry no.	49	50	51	52	53
Yp Topo-I inh	8.8	-3.1	-10.4	2.5	-0.9
Vc quorum ag	0.8	-0.2	-0.2	i	-2.4
TcdB inh	-1.6	-1.8	1.8	0.8	/
PrPC TRFRET	-0.9	5.1	-2.3	8.3	4.0
BoNT-A LC inh2	0.4	0.3	-2.7	-2.6	-0.2
SSB-PriA inh	1.1	5.3	-15.6	-20.2	-27.7
3CLpro inhibitor	0.0	-7.2	-3.9	1.2	/
Anthrax LF inh2	-3.2	-2.0	-2.7	-1.7	-7.0
PfHsp40 yeast	-0.4	-0.1	0.1	0.7	-0.1
